Tau fluor counter: counter-screen for tau fibril formation inhibitors; tau K18 P301L Alexa594 fluorescence, heparin fibrillization; hit rate 0.93% among 280,000; AID 1463; Potency, µM (highest dose often 57.7 µM), for the others: at the top dose activity change, negative = decrease; also: nearly all actives have a fitted effect of over 55% in size
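Human tau K18 P301L (15 uM unlabeled, 0.24 uM Alexa 594-labeled) in 100 mM sodium acetate pH 7 with 20 uM heparin, 6 hr at 37 C. ThT 30 uM added, 1 hr ambient; Alexa 594 FP and total fluorescence read at 555/632 nm.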
L3MBTL1 inh: L3MBTL1 (human) inhibition; Q9Y468; AlphaScreen L3MBTL1–H3K9me1 peptide binding; Potency, µM (titrated, usually from 57.1 µM), inactives show at the top dose activity, negative = inhibition, actives largely listed as inhibitors; hit rate 0.66% among 230,000; AID 485360; also: nearly all actives have a fitted effect of over 60% in size
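AlphaScreen proximity signal between nickel-chelate acceptor and streptavidin donor beads (final 10 ug/mL) reports binding of 50 nM L3MBTL1 to 75 nM biotin-H3 K9me1 peptide; complex incubated with compounds 30 min at room temperature; cefsulodin titration as control.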
TRb SRC2 PPI: TRbeta-SRC2 interaction inhibition | hit rate 0.065% among 280,000 | P10828 | AID 1469 | TRbeta-SRC2 peptide binding, fluorescence polarization; receptor liganded with 1 µM T3 | Potency, µM (series often up to 106 µM), for inactives: at the highest dose activity change, negative = inhibition, usual class: inhibitors;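 also: plate controls were bound peptide for no effect and peptide without receptor for full effect; nearly all actives have a fitted effect of over 50% in size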
Target sequence (P10828 whole entry, looked up): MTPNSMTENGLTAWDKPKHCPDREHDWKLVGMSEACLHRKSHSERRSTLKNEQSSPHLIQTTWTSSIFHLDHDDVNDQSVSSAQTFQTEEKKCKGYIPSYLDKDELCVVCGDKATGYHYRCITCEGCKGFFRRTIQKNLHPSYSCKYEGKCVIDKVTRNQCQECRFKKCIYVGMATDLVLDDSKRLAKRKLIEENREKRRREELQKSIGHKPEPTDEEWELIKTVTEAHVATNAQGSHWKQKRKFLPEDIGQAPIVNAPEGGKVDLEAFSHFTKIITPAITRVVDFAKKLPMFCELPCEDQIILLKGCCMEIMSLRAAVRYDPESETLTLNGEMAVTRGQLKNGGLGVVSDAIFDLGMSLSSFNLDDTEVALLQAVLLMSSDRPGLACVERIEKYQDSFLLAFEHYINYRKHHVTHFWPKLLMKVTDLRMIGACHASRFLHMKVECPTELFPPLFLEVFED
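Read-out is fluorescence polarization (555 nm excitation, 632 nm emission) of a Texas Red SRC2 coactivator peptide; loss of signal reflects blocked binding to human TRb ligand-binding domain in the presence of 1 uM T3.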
GLA spleen mod: inhibits or activates alpha-galactosidase in human spleen homogenate | AID 2107 | P06280 | human spleen homogenate, 4MU-alpha-Gal fluorescence, 40 min | Potency, µM (titrated, usually from 80 µM), for the others: top-dose activity change, negative = inhibition, hits mostly inhibitors | hit rate 0.008% among 240,000;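 also: 0% = enzyme with vehicle and -100% = no enzyme basal signal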
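Fluorogenic readout (Ex 365/Em 440 nm) of 4-methylumbelliferone released from 1 mM 4-MU-alpha-galactoside by spleen homogenate, 40 min at 37C, pH 5.0. Data normalized to no-enzyme and enzyme controls; Hill-equation AC50 from compound titrations.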
ALDH1A1 block: inhibitors of human aldehyde dehydrogenase 1A1. Purified ALDH1A1, NADH fluorescence, propionaldehyde substrate. Potency, µM (highest dose often 75.3 µM), without a hit: top-dose activity, negative = inhibition, hits mostly inhibitors. hit rate 7.3% among 220,000. AID 1030; active = well fitted inhibition curve with a large enough effect, not every such curve was filed as active; inconclusive = small, poorly fitted or top-dose-only effect, or another doubt; inactive = no such curve, though single readings can be large or run the other way;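 also: plate controls were no enzyme wells and a reference inhibitor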
Target sequence (P00352 whole entry, looked up): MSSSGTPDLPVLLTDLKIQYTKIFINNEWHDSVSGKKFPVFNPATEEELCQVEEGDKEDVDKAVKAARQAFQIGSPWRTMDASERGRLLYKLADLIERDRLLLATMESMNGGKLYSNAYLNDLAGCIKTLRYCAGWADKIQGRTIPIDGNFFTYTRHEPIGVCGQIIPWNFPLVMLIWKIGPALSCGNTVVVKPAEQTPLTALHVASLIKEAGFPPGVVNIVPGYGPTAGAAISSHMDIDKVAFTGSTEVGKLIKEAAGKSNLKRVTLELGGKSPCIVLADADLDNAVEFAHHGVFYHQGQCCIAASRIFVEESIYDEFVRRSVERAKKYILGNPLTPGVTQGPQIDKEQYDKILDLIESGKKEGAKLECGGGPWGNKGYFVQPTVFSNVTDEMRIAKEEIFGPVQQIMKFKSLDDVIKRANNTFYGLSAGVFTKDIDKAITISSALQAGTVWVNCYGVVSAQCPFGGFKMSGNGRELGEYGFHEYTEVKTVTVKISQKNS
Tau ThT inhib: tau fibrillization inhibition (ThT binding); hit rate 2.1% among 270,000; recombinant tau K18 P301L (four-repeat tau fragment), heparin-induced fibrillization, ThT fluorescence; P10636; Potency, µM (titrated, usually from 57.4 µM), for the others: at the highest dose activity, negative = inhibition, usual class: inhibitors; also: nearly all actives have a fitted effect of over 55% in size
Target sequence (P10636 561-689 P618L limits assumed): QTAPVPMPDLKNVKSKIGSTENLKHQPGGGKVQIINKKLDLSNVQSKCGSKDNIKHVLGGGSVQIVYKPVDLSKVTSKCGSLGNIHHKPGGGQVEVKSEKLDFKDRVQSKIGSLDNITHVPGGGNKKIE
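Recombinant human tau K18 fragment […] carrying P301L, 15 uM unlabeled plus 0.24 uM Alexa 594-labeled, was fibrillized with 20 uM heparin in 100 mM sodium acetate pH 7 for 6 hr at 37 C; 30 uM ThT fluorescence read after 1 hr.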
Tau FP inhib: inhibitors of human tau fibril formation; Potency, µM (highest dose often 57.7 µM), without a hit: top-dose activity, negative = inhibition, usual class: inhibitors; hit rate 0.39% among 280,000; P10636; K18 P301L tau heparin fibrillization, Alexa594 FP, 6 h; also: nearly all actives have a fitted effect of over 55% in size
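Read-out: fluorescence polarization of Alexa 594-labeled tau (0.24 uM), 555 nm excitation, 632 nm emission. Mixtures held 15 uM unlabeled K18 P301L, compound and 20 uM heparin, pH 7 acetate buffer, incubated 6 hr at 37 C.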
TexasRed fluor: alters Texas Red total fluorescence, flagging assay interference; TRb/SRC2 Texas Red total fluorescence interference; Potency, µM (highest dose often 106 µM), for inactives: top-dose fluorescence change, negative = quenching; hit rate 0.29% among 280,000; AID 1479; active = well fitted curve in either direction with a large enough effect; inconclusive = small, poorly fitted or top-dose-only effect
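Human TRβ ligand-binding domain (0.6 uM) and Texas Red SRC2 peptide (20 nM) in Tris buffer with 1 uM T3 and 5% DMSO were incubated with pinned compound for 5 hr at ambient temperature. Total fluorescence was computed as S + 2P (555/632 nm).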
An asterisk follows results filed as active; ? = inconclusive; nt = not tested or not shown; & = joins results of further samples; [ ] = dose if it differs, or a comment. Unless noted, calls follow the shape of the dose curve; as a rule, active = well fitted curve in the direction sought with a large enough effect; inconclusive = small, poorly fitted or top-dose-only effect, or another doubt; inactive = no such curve, though single readings can be large; an effect the other way counts as inactive or inconclusive. Unless noted, % is scaled to controls: 0 for no effect and ±100 for the full control effect; potency is read from the fitted curve at half-maximal effect.

Values run as follows: Tau fluor counter | L3MBTL1 inh | TRb SRC2 PPI | GLA spleen mod | ALDH1A1 block | Tau ThT inhib | Tau FP inhib | TexasRed fluor
- Cc1ccc(/C=N/NC(=O)Cn2cnc3ccccc32)cc1
    -7.5% | -6.3% | 3.8% | 1.8% | 3.8% | -5.9% | -3.4% | 0.6%
- O=C(COC(=O)CSc1nnc(-c2ccc(Cl)cc2)o1)Nc1cc(Cl)cc(Cl)c1
    -22.2% | -0.1% | -14.5% | 8.0% | 6.4% | ? | 6.3% | 1.8%
- S=C(NCc1cccs1)Nc1ccccc1Cl
    10.0% | -4.2% | -0.6% | 2.2% | -2.1% | 11.5% | 3.5% | 0.1%
- CSc1nc(-c2ccco2)cc(C(F)(F)F)c1C#N
    -11.7% | 9.7% | 6.3% | 9.4% | ? | -8.1% | -8.6% | 0.2%
- O=C(CSc1ncccc1C(=O)O)NC1CCCCCCC1
    -20.4% | -2.4% | 4.6% | 0.3% | nt | -11.1% | -9.4% | 0.6%
- CCOc1ccc(-n2ccnc2SCC(=O)Nc2ccc(OC)cc2OC)cc1
    -16.9% | nt | 4.4% | nt | nt | -14.6% | 8.7% | -2.8%
- Cn1c(SCC(=O)c2ccc3c(c2)OCCO3)nnc1C1CC1
    -4.4% | 5.6% | -0.4% | 6.0% | 20µM* | -12.1% | -11.2% | -1.2%
- CCCn1c(=O)c(C(=O)NNS(=O)(=O)c2ccc(Cl)cc2)c(O)c2ccccc21
    -19.7% | -0.9% | -2.3% | 5.0% | 31.6µM* | -16.7% | 7.0% | 1.8%
- CCCCNc1cc(NC(C)=O)cc2cc(OC)c(OC)cc12
    -13.5% | -9.4% | 3.9% | -1.8% | 17.0% | -19.5% | -11.2% | 2.3%
- Cc1ccccc1N=Cc1cccc(O)c1O
    ? | 2.51µM* | -26.0% | -8.3% | 5.01µM* | 7.94µM* | ? | -11.6%
- CCOc1cc(C2CC(=O)Nc3c2c(C)nn3-c2nc(C)cc(C)n2)ccc1O (stereo unspecified)
    -3.9% | nt | -10.0% | nt | nt | 2.6% | 2.8% | 1.4%
- O=C(Cc1ccccc1)NC(Nc1ccccc1)C(Cl)(Cl)Cl (stereo unspecified)
    -22.2% | nt | 1.9% | -0.4% | -5.0% | -9.4% | -4.2% | -0.1%
- N#C/C(=N\Nc1cccc(Cl)c1)C(=O)c1ccccc1
    ? | -8.1% | 1.0% | 3.9% | 2.1% | 10µM* | 10.9% | -2.3%
- COc1ccc(S(=O)(=O)N(C)CC(=O)NCc2cccnc2)cc1C
    7.2% | -4.2%[11.4 µM] | -0.9% | 1.0% | -4.6% | 3.7% | 1.6% | -0.9%
- Cc1ccc(OCCCCn2c(CCNC(=O)C(C)(C)C)nc3ccccc32)cc1
    -6.2% | nt | 0.9% | nt | nt | -8.3% | -2.4% | -6.4%
- Cc1ccccc1OCC(=O)NCc1ccccc1
    -3.1% | nt | -10.0% | -0.2% | -4.3% | -4.2% | -6.6% | -2.1%
- CCOC(=O)c1cccc(NC(=S)NCc2ccc(C)cc2)c1
    ? | -8.7% | -2.9% | 10.0% | ? | -8.6% | ? | -0.9%
- O=C(O)COC(=O)C1C(c2ccccc2)C(C(=O)O)C1c1ccccc1 (stereo unspecified)
    4.6% | 11.5% | -2.4% | 1.1% | 4.0% | 4.3% | -4.4% | -3.3%
- COC(=O)c1cc(Br)c(=O)n(-c2ccc(C(C)=O)cc2)c1
    2.6% | 3.9% | 0.3% | 3.5% | 2.4% | 4.4% | 3.4% | -0.5%
- CC(Cl)C(=O)NN=C(c1ccccc1)c1ccccc1 (stereo unspecified)
    -4.4% | 4.8% | -4.6% | -8.2% | 1µM* | -0.6% | -2.0% | -0.6%
- O=C1c2ccccc2C(=O)C1c1ccc(O)cc1
    -22.2% | nt | -6.8% | 1.7% | -31.4% | -27.1% | -5.9% | -7.4%
- COc1ccc(C(=O)NC2CC(C)(C)Cc3occc32)cc1 (stereo unspecified)
    -1.5% | 11.6% | -11.0% | 1.1% | ? | 4.9% | -8.7% | 0.6%
- COc1ccc2c(c1)c1nc3ccccc3nc1n2CCCN1C(=O)c2ccccc2C1=O
    -23.9% | -23.2% | 0.7% | 1.1% | 9.1% | ? | ? | -0.6%
- COc1cc(C2NC(=O)NC(C)=C2[N+](=O)[O-])cc(OC)c1OC (stereo unspecified)
    -18.0% | nt | -10.7% | 0.9% | nt | nt | -9.4% | -0.2%
- CNC(=S)NCc1ccc(OC)cc1
    7.4% | 4.4% | -3.3% | 0.0% | 3.7% | -3.3% | 1.9% | 0.1%
- Cc1nc(-c2coc3c(CN(C)C)c(O)ccc3c2=O)cs1
    -11.3% | nt | 7.0% | 9.4% | ? | -11.0% | -3.4% | -2.1%
- Cc1cc(C)cc(C(=O)NCCc2csc(-c3ccc(C(F)(F)F)cc3)n2)c1
    -17.2% | nt | 4.8% | nt | nt | -4.7% | 4.2% | 1.7%
- O=C(COc1cc(Cl)c(Cl)cc1Cl)Nc1ccc([N+](=O)[O-])cc1Cl
    -14.0% | -3.3% | -3.5% | 5.7% | -3.7% | ? | -0.6% | -2.0%
- CCS(=O)(=O)c1nc2ccccc2n1Cc1ccccc1Cl
    1.7% | 7.1% | -14.4% | -5.9% | -3.3% | 3.7% | -1.4% | 0.4%
- COc1cc2c(cc1OC)C(COc1ccc3c(C)cc(=O)oc3c1)N(C(=O)C(C)C)CC2 (stereo unspecified)
    -7.9% | nt | 4.8% | nt | nt | -14.4% | -1.9% | -0.6%
- O=C(Cc1ccccc1)NCc1ccc(F)cc1
    -0.2% | -6.3% | -13.8% | 4.9% | 21.9% | 1.7% | -3.8% | 1.4%
- Cc1sc(NC(=S)NC(=O)C2CCCCC2)c(C(N)=O)c1C
    0.5% | -2.0% | -2.6% | 2.1% | ? | -7.1% | -8.8% | -1.3%
- CCc1ccc(NC(=O)CN2C(=O)C(c3ccccc3)=NC23CCCCCC3)cc1
    -18.1% | nt | 7.5% | nt | nt | -4.9% | -9.0% | -2.5%
- CCOc1cccc(N2C(=O)CC(N3CCN(c4ccc(S(=O)(=O)CC)cc4)CC3)C2=O)c1 (stereo unspecified)
    -7.0% | nt | 2.0% | -28.5% | ? | -0.7% | -1.5% | 1.5%
- C=CCN1C(=O)CSC1=Nc1cccc(O)c1
    10.9% | 3.5%[11.4 µM] | 1.7% | 1.7% | -8.2% | 7.7% | 6.0% | -1.6%
- CC(=O)c1ccc(-c2ccc(C(=O)N3CCCc4ccccc43)o2)cc1
    -18.8% | -25.4% | 2.8% | -5.1% | ? | ? | -6.5% | -0.3%
- CCN(C(=O)CSc1nc(-c2ccccc2)no1)c1ccccc1
    -12.2% | nt | 8.1% | nt | nt | -15.3% | 6.2% | 0.2%
- Cc1ccc(/C=N/NC(=O)C2(C)CC2(Br)Br)cc1 (stereo unspecified)
    -12.4% | 5.3% | 8.2% | 7.1% | 6.4% | -2.7% | 3.6% | -0.5%
- COc1ccc2nc(NC(=O)c3ccc(S(=O)(=O)N4CCCC(C)C4)cc3)sc2c1 (stereo unspecified)
    -20.3% | nt | 1.9% | nt | nt | 3.0% | ? | -0.7%
- Cc1nc(C)c(/C(O)=C/c2nc3ccccc3oc2=O)s1
    -9.6% | -14.7% | 1.4% | 6.3% | ? | ? | 3.1% | -5.7%
- Cn1c(=O)cc(OCCCC(=O)N2CCN(c3ccccn3)CC2)c2ccccc21
    -0.6% | 2.2%[11.4 µM] | -1.0% | -5.9% | -2.8% | ? | -1.1% | -4.2%
- O=C(CSCc1cnn(-c2ccccc2)c1-n1cccc1)NCc1cccc(Cl)c1
    -27.2% | nt | 10.4% | nt | nt | -5.5% | -4.4% | 0.0%
- CN1C[C@@H]2C(c3ccc(C(F)(F)F)cc3)C3(c4ccccc4)CC2(C3)[C@H]1c1ccccc1 (stereo partly specified)
    -27.6%&-6.4% | nt | -4.5%&4.7% | 3.1%&-5.1% | 0.4% | ? | -7.2%&-7.7% | -4.2%&-1.9%
- C/C(=N\Nc1nc(N2CCOCC2)nc(N2CCOCC2)n1)c1ccc([N+](=O)[O-])cc1
    -4.2% | nt | 11.6% | 1.3% | -6.5% | -4.2% | 0.9% | -1.3%
- CC(N)(Cc1ccc(O)c(O)c1)C(=O)O (stereo unspecified)
    ? | nt | -0.4% | -24.6% | 2.24µM* | 3.98µM* | ? | 1.5%
- Cc1ccc(C(=O)N/N=c2\sc3ccccc3n2C)cc1
    -1.6% | 25.8% | -4.8% | 11.4% | ? | 4.7% | -13.5% | -8.1%
- O=C(NNc1cc(Cl)ccc1Cl)c1cccs1
    6.9% | -19.1% | 5.0% | 1.3% | 1.89µM* | 11.7% | -1.9% | -1.2%
- COc1cc(/C=C2/SC(=O)NC2=O)ccc1Oc1ccc([N+](=O)[O-])cc1[N+](=O)[O-]
    ? | nt | 3.6% | 0.6% | nt | 15.8µM* | -7.3% | -1.1%

An excerpt of these results, as labelled records.
CCc1ccc(NC(=O)CN2C(=O)C(c3ccccc3)=NC23CCCCCC3)cc1
  Tau fluor counter: -18.1%
  L3MBTL1 inh: nt
  TRb SRC2 PPI: 7.5%
  GLA spleen mod: nt
  ALDH1A1 block: nt
  Tau ThT inhib: -4.9%
  Tau FP inhib: -9.0%
  TexasRed fluor: -2.5%

CCOc1cccc(N2C(=O)CC(N3CCN(c4ccc(S(=O)(=O)CC)cc4)CC3)C2=O)c1 (stereo unspecified)
  Tau fluor counter: -7.0%
  L3MBTL1 inh: nt
  TRb SRC2 PPI: 2.0%
  GLA spleen mod: -28.5%
  ALDH1A1 block: ?
  Tau ThT inhib: -0.7%
  Tau FP inhib: -1.5%
  TexasRed fluor: 1.5%

C=CCN1C(=O)CSC1=Nc1cccc(O)c1
  Tau fluor counter: 10.9%
  L3MBTL1 inh: 3.5%[11.4 µM]
  TRb SRC2 PPI: 1.7%
  GLA spleen mod: 1.7%
  ALDH1A1 block: -8.2%
  Tau ThT inhib: 7.7%
  Tau FP inhib: 6.0%
  TexasRed fluor: -1.6%

CC(=O)c1ccc(-c2ccc(C(=O)N3CCCc4ccccc43)o2)cc1
  Tau fluor counter: -18.8%
  L3MBTL1 inh: -25.4%
  TRb SRC2 PPI: 2.8%
  GLA spleen mod: -5.1%
  ALDH1A1 block: ?
  Tau ThT inhib: ?
  Tau FP inhib: -6.5%
  TexasRed fluor: -0.3%
